Bioassay records: PubChem, Emory University Molecular Libraries Screening Center
14-3-3 PPI: alters human 14-3-3 gamma binding to Raf peptide; P61981; FP, 14-3-3gamma / TMR-pS259-Raf peptide binding; inhibition, % at 40 µM; 160,000 tested, 0.19% active; in the data active = inhibition above about 30%;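 note: 0% = protein plus tracer without compound and 100% = blank with tracer alone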
Target sequence (P61981 whole entry, looked up): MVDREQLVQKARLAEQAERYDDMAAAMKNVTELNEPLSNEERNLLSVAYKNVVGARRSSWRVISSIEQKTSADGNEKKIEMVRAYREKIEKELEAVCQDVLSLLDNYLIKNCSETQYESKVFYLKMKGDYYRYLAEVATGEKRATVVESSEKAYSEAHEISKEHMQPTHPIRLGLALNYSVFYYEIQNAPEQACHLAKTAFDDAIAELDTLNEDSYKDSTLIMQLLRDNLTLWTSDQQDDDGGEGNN
Active calls of the source: *; & = joins results of further samples.

Compound	14-3-3 PPI
COCCCNc1cc(C)nc2ccc(C)cc12	-45
COc1ccc(NC(=O)NC(C(F)(F)F)C(F)(F)F)cc1	-3
Cn1ncc(Br)c1C(=O)Oc1ccccc1Cl	2
Cc1csc(NC(=O)C2CCCN2C(=O)Oc2ccccc2)n1 (stereo not drawn)	-5
Cc1nn2cnc3sc4c(c3c2nc1=O)CCCC4	-4
O=[N+]([O-])c1ccc(N2CCCCC2)cc1Sc1nc2ccccc2[nH]1	-1
O=C(COc1ccccc1)Nc1nc(-c2cccs2)cs1	-10
O=C1C2C3CCC(C3)C2C(=O)N1c1ccc(OCc2ccccc2)cc1 (stereo not drawn)	7
Cc1ccccc1C(=O)Nc1c2c(nc3ccccc13)CCCC2	-4
CCOC(=O)c1c(NC(=O)c2ccccc2NS(=O)(=O)c2ccc(C)cc2)sc2c1CCC2	7
Nc1c(N=O)c(=O)[nH]c(=O)n1Cc1ccco1	-9
Cc1onc(-c2ccccc2Cl)c1C(=O)Nc1ccc(-c2nnc3n2CCCCC3)cc1	-3

Remaining list, next part.
Compound	14-3-3 PPI
Cc1nnc(SCCCn2c(N3CCCCC3)nc3c2c(=O)[nH]c(=O)n3C)s1	-1
NC(=O)NC(=O)Nc1ccc([N+](=O)[O-])cc1	4
CCCOc1ccccc1C1NC(=O)NC(C)=C1C(=O)OCC1CCCCC1 (stereo not drawn)	1
NC(=O)c1ccccc1NC(=O)c1cc2ccccc2oc1=O	11
CCCCS(=O)(=O)Nc1ccc2ncn(C)c(=O)c2c1	-7
O=C(Nc1nc(-c2ccc(Br)cc2)cs1)c1c(O)c2ccccc2[nH]c1=O	-8
Cn1c(COc2ccc(F)cc2)nc2ccccc21	-8
CC(C)(C)C(=O)Nc1ccc(C23CC4CC(CC(Cl)(C4)C2)C3)cc1	-9
Clc1ccc(-c2noc(C34CC5CC(CC(C5)C3)C4)n2)cc1	14
O=C(NCCCCNC(=O)C1CCCC1)C1CCCC1	-6
CCSc1sc(CC)cc1C1C(C(=O)Nc2ccccn2)=C(C)NC2=C1C(=O)CC(c1ccccc1)C2 (stereo not drawn)	2
CC(=O)N1C(=O)c2cccc3cccc1c23	-5

More results.
Compound	14-3-3 PPI
O=C1C(C=NCc2ccccn2)=C(O)c2ccccc21	0
COc1ccc(-c2csc(NC(=O)c3cc(=O)c4ccccc4o3)n2)cc1	-3
COc1cc(C)c(C(N)=O)c(OC)n1	-9
C=CCSC1=C(C#N)C(c2ccccc2C)CC(=O)N1 (stereo not drawn)	-3
Cn1c(=O)c2c(nc(NC3CCCCC3)n2Cc2ccc(F)cc2)n(C)c1=O	-9
O=C(O)CN1C(=O)CCNC1=O	1
COc1cccc2cc(-c3nnc(Nc4ccc(Br)cc4)s3)c(=O)oc12	9
Cc1ccc(S(=O)(=O)N(CCc2ccccc2)CC(=O)O)cc1	-6
Nc1n[nH]c(-c2ccccc2)c1-c1ccccc1	-6
CCN(c1ccccc1)S(=O)(=O)c1ccc(F)c(C(=O)Nc2cc(OC)ccc2OC)c1	-17
CCN(CC)CCNC(=O)CCc1nn(C)c(=O)c2ccccc12	0
CN(C)C(CNc1nnnn1-c1ccccc1)c1ccco1 (stereo not drawn)	-23

The closing 6 compounds of the section before are carried over, then new ones follow:
Compound	14-3-3 PPI
COc1cccc2cc(-c3nnc(Nc4ccc(Br)cc4)s3)c(=O)oc12	9
Cc1ccc(S(=O)(=O)N(CCc2ccccc2)CC(=O)O)cc1	-6
Nc1n[nH]c(-c2ccccc2)c1-c1ccccc1	-6
CCN(c1ccccc1)S(=O)(=O)c1ccc(F)c(C(=O)Nc2cc(OC)ccc2OC)c1	-17
CCN(CC)CCNC(=O)CCc1nn(C)c(=O)c2ccccc12	0
CN(C)C(CNc1nnnn1-c1ccccc1)c1ccco1 (stereo not drawn)	-23
CCn1c(-c2ccccc2)c(C)sc1=Nc1cccc([N+](=O)[O-])c1	0
CCN(CC)S(=O)(=O)c1ccc(Cl)c(C(=O)Oc2cccnc2)c1	-1
Cc1ccc(C)c(N(CC(=O)NC2CCCCC2)C(=O)CCC(=O)Nc2ccccn2)c1	1
O=C(CNC(=O)c1cccs1)NC1CCCCCC1	-4
COc1cc(OC)cc(C(=O)N2CCN(Cc3ccc(Br)cc3)CC2)c1	0
Clc1cccc(-c2nn3c(Cn4cnc5ccccc54)nnc3s2)c1	-5
COc1ccc(CCN(C)C2CC(=O)N(c3ccc(Br)cc3)C2=O)cc1OC (stereo not drawn)	-12
CCOC(=O)C1C(=O)C=C(c2ccc(OC)c(OC)c2)CC1c1ccco1 (stereo not drawn)	11
Cc1cccc(S(=O)(=O)c2c(N)n(/N=C/c3cccnc3)c3nc4ccccc4nc23)c1	-5
CC(c1ccccc1)C1C(C#N)=C(N)OC2=C1C(=O)CCC2 (stereo not drawn)	-4
COC(=O)c1ccc(S(=O)(=O)N2CCCCCC2)cc1	-1
COc1cc(C2C(C#N)=C(N)Oc3cc(C)oc(=O)c32)cc2c1OCO2 (stereo not drawn)	-34

Reprinted at random: 3 records from the list, in no set order.
Compound	14-3-3 PPI
COc1cc(C2C(C#N)=C(N)Oc3cc(C)oc(=O)c32)cc2c1OCO2 (stereo not drawn)	-34
CCn1c(-c2ccccc2)c(C)sc1=Nc1cccc([N+](=O)[O-])c1	0
Cc1cccc(S(=O)(=O)c2c(N)n(/N=C/c3cccnc3)c3nc4ccccc4nc23)c1	-5

The list goes on:
Molecule,14-3-3 PPI
CC1CCN(C(=O)C2CCN(S(=O)(=O)c3ccccc3)CC2)CC1,10
Cc1nccc2[nH]c(=O)c(C(=O)NC3CCCCC3C)cc12 (stereo not drawn),-10
COc1ccccc1NC(=O)c1oc2ccccc2c1NC(=O)c1cc(OC)c(OC)c(OC)c1,4
COc1ccc(CNCc2ccccc2)cc1,-2
O=C1CC(c2cccc(Cl)c2)Cc2nc(N3CCN(c4ccccc4)CC3)ncc21 (stereo not drawn),-8
Cn1c(=O)c2c(nc(Oc3ccc(C(C)(C)C)cc3)n2Cc2cccc(F)c2)n(C)c1=O,-1
CC(C)(C)n1nc2c(c1NC(=O)COc1ccc(Cl)cc1)CS(=O)C2 (stereo not drawn),-7
Cc1nc2cc(C(=O)OCC(=O)N(CC(C)C)C3CCS(=O)(=O)C3)ccc2n1-c1ccccc1 (stereo not drawn),-52
CCn1c(SC)nnc1-c1c[nH]c2ccccc12,0&-11
CC1=C(C(=O)OC2CCCCC2)C(c2ccccc2F)n2c(nc3ccccc32)N1 (stereo not drawn),-3
CCOc1ccc(C(=O)Nc2c3c(nn2-c2ccc(C)cc2C)CSC3)cc1,3
O=C(NC12CC3CC(CC(C3)C1)C2)c1cccnc1,6
Cn1cc(C(=O)Nc2ccccn2)c2c3ccccc3n(C)c2c1=O,-6
COCCCN1C(=O)C(=O)/C(=C(/O)c2ccc(OC(C)C)c(C)c2)C1c1ccncc1 (stereo not drawn),0
COc1ccccc1Nc1nc(N2CCOCC2)ncc1F,1
Cc1ccc(CCN2CC(C(=O)N3CCC(Cc4ccccc4)CC3)CC2=O)cc1 (stereo not drawn),4
CCCC(=O)NC1C2CC3CC(C2)CC1C3 (stereo not drawn),10
Cc1cc(C(=O)CSc2nc3ccc(Cl)cc3[nH]2)c(C)n1C,-6
O=C(Nc1ccccc1)C1=C(N2CCOCC2)/C(=C/c2cccnc2)CC1,2
O=[N+]([O-])c1ccccc1S(=O)(=O)Nc1ccc(OCc2ccccc2)cc1,0
C#CCSc1nc2sc3c(c2c(=O)n1CC=C)CCC3,-27
Cc1cccc(N(CC(=O)Nc2ccc(CC#N)cc2)S(=O)(=O)c2ccccc2)c1C,2
COC(=O)c1nc2n(n1)C(c1cccc(F)c1)C1=C(CCCC1=O)N2 (stereo not drawn),1
CC(C)N(Cc1nc(-c2ccc(Cl)cc2)no1)C(=O)CN(C)S(=O)(=O)c1ccc(Cl)cc1,13
CC(C)N1C(=O)c2ccc(C(=O)O)cc2C1=O,0

Among those listed so far, these contain an aryl thioether with sulfur outside any ring:
Molecule,14-3-3 PPI
O=[N+]([O-])c1ccc(N2CCCCC2)cc1Sc1nc2ccccc2[nH]1,-1
Cc1nnc(SCCCn2c(N3CCCCC3)nc3c2c(=O)[nH]c(=O)n3C)s1,-1
CCSc1sc(CC)cc1C1C(C(=O)Nc2ccccn2)=C(C)NC2=C1C(=O)CC(c1ccccc1)C2 (stereo not drawn),2
CCn1c(SC)nnc1-c1c[nH]c2ccccc12,0&-11
Cc1cc(C(=O)CSc2nc3ccc(Cl)cc3[nH]2)c(C)n1C,-6
C#CCSc1nc2sc3c(c2c(=O)n1CC=C)CCC3,-27

(further entries)
Molecule,14-3-3 PPI
O=[N+]([O-])c1cc(CN2CCOCC2)c2cccnc2c1O,-7
COCCNC(=O)C(c1ccc(Cl)cc1)N(C(=O)CCC(=O)Nc1ccccn1)C1CCCC1 (stereo not drawn),-4
Fc1ccc(-n2cc(-c3ccccc3)c3c(NCCC4=CCCCC4)ncnc32)cc1,-1
CCOC(=O)c1ccc(OC(=O)c2sc3ncn(CC)c(=O)c3c2C)cc1,-18
CCOC(=O)c1c(NC(=O)COc2ccc(CC)cc2)sc2c1CCC2,-14
COc1ccc(-c2nc3cc(NC(=O)COc4ccc(C)cc4)ccc3o2)cc1Cl,-1
CCCOc1cc(C)c(S(=O)(=O)NCCOC)cc1C,7
CCCOc1ccc(NC(=O)C2CC(=O)N3CCCN=C3S2)cc1 (stereo not drawn),-22
CCOC(=O)c1cnc2c(C)cc(C)cc2c1Nc1cccc(C(C)=O)c1,3
CCn1c(CSc2nncn2-c2ccc(OC)cc2)nc2cc(S(=O)(=O)N(C)C)ccc21,-1
Cc1ccccc1S(=O)(=O)Cc1ccc(C(=O)NCc2cccnc2)o1,-9
CCn1cc(C(=O)N2CCCC2)c2cc(OC)c(OC)cc2c1=O,-4
Cc1cccc(NC(=O)c2c(-c3ccccc3Cl)noc2C)c1C,-2
O=C(c1csc2c1CCCCC2)N1CCN(c2ncccn2)CC1,-1
CCCCCCc1cc2cc(C(N)=O)c(=Nc3ccccc3C)oc2cc1O,-30
CCOC(=O)c1cnc2ccccc2c1Nc1ccc(N2CCOCC2)cc1,3
CCOc1ccccc1NS(=O)(=O)c1ccc(OC)cc1,-3
Cc1ccc(NC(=O)CSc2nc3nc(C)cc(C)c3c(=O)[nH]2)cc1,0&0
Cc1nc(NC(=O)CSc2nc3cccnc3n2Cc2ccccc2)sc1C,-8
CCc1ccc2oc(-c3ccc(C)c(NC(=O)c4ccccc4F)c3)nc2c1,-79
COc1cccc(NC(=O)CSc2nc3c(sc4ccccc43)c(=O)n2-c2ccc(C)cc2)c1,-15
O=C(Nc1ccc(-c2nc3cc(NC(=O)C4CCCCC4)ccc3o2)cc1)C1CCCCC1,-23
O=c1c2sc3ccc([N+](=O)[O-])cc3c2[nH]c(=S)n1Cc1cccnc1,-5
Cc1cccc(N2CCN(S(=O)(=O)c3ccc(F)c(C(=O)Nc4ccccc4Cl)c3)CC2C)c1 (stereo not drawn),-6
CC1=C(C(=O)OC(C)C)C(c2ccccc2)N2C(=O)CCSC2=N1 (stereo not drawn),-6

(more compounds)
Molecule,14-3-3 PPI
CCOC(=O)c1c(-c2ccccc2)oc2ccc(OCC#N)cc12,2
C=CCn1c(=O)[nH]c2cc(C(=O)NCCc3ccccc3)ccc2c1=O,0
COC(=O)c1ccc(Nc2nc(C)cc(=O)[nH]2)cc1,-8
CC(=O)Oc1c(Sc2ccccc2)c(C)nn1-c1ccccc1,-9
O=C1C2C(c3ccc(Br)cc3)OC3(C(=O)c4ccccc4C3=O)C2C(=O)N1c1cccc(C(F)(F)F)c1 (stereo not drawn),-142
Cc1ccc(C(=O)C2=C(O)C(=O)N(Cc3ccccc3)C2c2cccnc2)o1 (stereo not drawn),3
O=C(Nc1nc(-c2ccc(Cl)s2)cs1)c1ccncc1,-11
COc1ccc(CCNS(=O)(=O)c2ccc3c(c2)CCN3C(=O)C2CC2)cc1OC,0&-3
CCOc1ccc(Nc2ncnc3sc4c(c23)CCCC4)cc1,-4
COc1ccc(NC(=O)c2nn(-c3ccc(C)cc3)c(=O)c3c2c2ccccc2n3C)cc1Cl,0
Ic1cccc(-c2nnc3ccc4ccccc4n23)c1,-1
CCCC(=O)N1c2ccccc2-c2nnc(SCC)nc2OC1c1cccs1 (stereo not drawn),-7
Cc1sc2c(c1C)c(=O)n(-c1cccc(C(F)(F)F)c1)c(=O)n2CC(=O)N1CC(C)CC(C)C1 (stereo not drawn),-2
Cc1ccccc1NC(=O)CSc1nnc(-c2ccoc2C)n1CCc1ccccc1,-7
CCCNC(=O)Cn1cnc2sc(C(=O)NCCN(CC)CC)c(C)c2c1=O,-6
CCN(CC)S(=O)(=O)c1ccc2oc(C(=O)N3CCCCC3)c(C)c2c1,-11
CCOC(=O)c1cc(-c2cc3ccccc3o2)nc2c1c(=O)[nH]c(=O)n2CCOC,-6
COc1cccc(C2C(C(=O)Nc3ccccn3)=C(C)NC3=C2C(=O)CCC3)c1OC (stereo not drawn),0
O=c1oc2ccccc2cc1-c1nc(-c2ccc3ccccc3c2)cs1,-2
CCOC(=O)NC1(NCc2ccccc2)Oc2ccccc2O1,-3
CCN(CC)C(=O)Cn1c(=O)n(-c2ccc(C)c(C)c2)c(=O)c2c3c(sc21)CCCCC3,-2
O=c1c2ccccc2[nH]c2ccc([N+](=O)[O-])cc12,-31
COc1ccc(-n2c3c(cc(C(=O)Nc4ccccc4OC)c2=O)C(=O)CC(C)(C)C3)cc1,-7
COC(=O)c1ccc(S(N)(=O)=O)o1,-11
O=C(O)C1CCCCC1C(=O)Nc1ccc(Cl)cc1Cl (stereo not drawn),-1

(further entries)
Molecule,14-3-3 PPI
N#CC(C(=O)c1ccco1)c1ccccn1 (stereo not drawn),-1
Cc1ccc(S(=O)(=O)NCCn2cnc([N+](=O)[O-])n2)cc1,-2
CCCC(=O)Nc1ccc(NC(=O)c2ccco2)c(OC)c1,-6
CC(=O)Oc1ccccc1C(=O)OCCNC(=O)c1cc2ccccc2oc1=O,-12
O=[N+]([O-])c1nn(-c2ccc3c(c2)OCCO3)n(O)c1=NCCc1ccccc1,-12
Cc1ccc(-n2c(=O)c3c4c(sc3n(CC(=O)N3CCCC3)c2=O)CCC4)cc1C,-13
CC1CCCCC1NC(=O)C1CCN(S(=O)(=O)c2cccc3nsnc23)CC1 (stereo not drawn),4
CCOc1cc(C=NCCN2Cc3ccccc3C2=O)ccc1O,8

Some of the compounds tested; rates above refer to the full screens.
